Assay outcomes as filed in PubChem BioAssay.
GSK3beta inhib = human GSK3beta kinase inhibition; P49841; GST-GSK3beta kinase, ADP-Glo luminescence, 60 min; active compounds read low; activity score (negative = inhibition), % at 10 µM; actives 0.038% (n = 300,000); AID 2097;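 active = more than half of replicate wells score below -50%, meaning over 50% inhibition versus plate controls; inconclusive = some replicates but at most half score below -50%; inactive = no replicate scores below -50%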;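 also: 0% = median DMSO wells and -100% = median GW8510 positive control wells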
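Test system: GST-fused GSK3beta enzyme, cell-free | Quantity: 1.6 ng GST-GSK3beta enzyme per well | Reagent: 25 µM ATP with peptide substrate | Schedule: 60 min enzyme reaction, room temperature | Signal: Luminescent ADP-Glo measurement of ADP formed | Read-out basis: Score relative to plate controls | Control set: DMSO and 20 µM GW8510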
Dyrk1A ADPGlo = blocks rat Dyrk1A kinase activity | Q63470 | ADP-Glo luminescence, NFATc1 peptide | inhibition, % at 12.5 µM | actives 0.43% (n = 310,000); in the data active = inhibition above about 50%;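 also: plate controls were vehicle with enzyme for no effect and no enzyme for full effect; many of its hits are not listed in these tables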
GSK3A inh = inhibitors of human GSK-3 alpha kinase; ADP-Glo luminescence, 60 min; AID 2650; actives 0.1% (n = 320,000); P49840; inhibition, % at 10 µM;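 in the data active = inhibition above about 50%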;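 also: GST-tagged GSK-3 alpha with peptide substrate and 25 µM ATP; 0% = DMSO neutral wells and 100% = GW8510 positive control wells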
Target sequence (P49840 whole entry, looked up): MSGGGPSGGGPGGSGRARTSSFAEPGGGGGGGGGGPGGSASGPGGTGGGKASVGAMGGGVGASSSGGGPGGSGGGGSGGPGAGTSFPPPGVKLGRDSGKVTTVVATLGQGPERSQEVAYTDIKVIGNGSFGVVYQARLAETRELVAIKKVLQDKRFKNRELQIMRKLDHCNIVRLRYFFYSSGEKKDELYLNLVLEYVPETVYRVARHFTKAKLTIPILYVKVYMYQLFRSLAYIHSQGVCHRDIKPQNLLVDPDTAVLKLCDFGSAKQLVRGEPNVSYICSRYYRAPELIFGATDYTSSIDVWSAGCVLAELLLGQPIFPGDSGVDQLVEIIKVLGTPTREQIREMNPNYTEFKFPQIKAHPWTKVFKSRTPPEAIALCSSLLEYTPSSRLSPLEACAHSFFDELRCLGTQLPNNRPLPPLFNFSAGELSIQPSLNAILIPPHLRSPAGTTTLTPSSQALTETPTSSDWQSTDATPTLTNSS
HSF1 activator = increases HSF-1 driven luciferase reporter signal. activation, % at 9 µM. actives 1.7% (n = 300,000). NIH3T3-HGL HSF-1 luciferase reporter, MG132, 8 h; 100% = twice DMSO control signal;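 active = mean replicate activation of at least 50% with a set share of replicates each reaching 50%; inconclusive = only one of those two conditions met; inactive = mean below 50% and too few replicates reaching it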;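 also: 0% = median of the neutral control wells and 100% = twice that signal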
HDAC3 inh = blocks human histone deacetylase 3; O15379; recombinant HDAC3, fluorogenic peptide/trypsin coupled, fluorescence; inhibition, % at 8.3 µM; actives 0.15% (n = 320,000); AID 2718; in the data active = inhibition above about 26%, passing the limit was not always enough; inconclusive = no clear call, values can overlap the other calls
Target sequence (O15379 whole entry, looked up): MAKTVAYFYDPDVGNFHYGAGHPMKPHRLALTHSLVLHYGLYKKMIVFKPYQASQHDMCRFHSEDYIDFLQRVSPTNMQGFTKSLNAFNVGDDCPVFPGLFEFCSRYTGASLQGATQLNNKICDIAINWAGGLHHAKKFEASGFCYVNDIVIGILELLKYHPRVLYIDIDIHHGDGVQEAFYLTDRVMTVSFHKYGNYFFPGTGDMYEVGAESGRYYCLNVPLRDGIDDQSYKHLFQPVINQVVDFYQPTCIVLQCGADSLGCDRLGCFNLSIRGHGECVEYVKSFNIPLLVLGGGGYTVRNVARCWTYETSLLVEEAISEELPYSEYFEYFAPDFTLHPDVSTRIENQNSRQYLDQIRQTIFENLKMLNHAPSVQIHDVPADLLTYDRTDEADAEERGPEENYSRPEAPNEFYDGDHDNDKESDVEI
HSF1 inh = HSF1 inhibition; AID 2098; NIH3T3-HGL HSE-luciferase, MG132-induced, luminescence 8 h; active compounds read low; activity change, negative = inhibition, % at 7.5 µM (by protocol); actives 0.77% (n = 300,000);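 active = more than half of replicate wells show activity change below -50%, luminescence cut by over half; inconclusive = some wells, but at most half, below -50%; inactive = no replicate well below -50%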;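 also: luciferase reports HSF-1 transcriptional activity via heat shock element; 0% = median of DMSO wells and -100% = zero luminescence signal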
PolyA inhibitor = inhibitors of polyadenylation in S. cerevisiae | S. cerevisiae SKY197-pL101 polyadenylation reporter, beta-gal luminescence; efflux-impaired pdr1/pdr3 knockout yeast; score 100 = 6 SD above DMSO | calls only at 12 µM | actives 0.02% (n = 300,000);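 active = lowest replicate activity score at least 50, where 100 means six control SD above control mean; inconclusive = lowest score under 50 but half or more replicates reach 50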;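 also: yeast exposed to compound for 9 h at 30 °C; higher score means more reporter readthrough which indicates perturbed polyadenylation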
Platelet DG rel = modulates dense granule release in human platelets; human platelet-rich plasma, SFLLRN dense granule ATP release, luminescence; actives 0.22% (n = 300,000); inhibition, %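 (compounds screened at 7.5 µM in platelet-rich plasma)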; AID 1663;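 active = mean replicate score, as percent of positive control, at or above 50; inconclusive = mean below 50 but at least one replicate at or above 50; inactive = mean and every replicate below 50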
AI-2 QS mod = modulators of Vibrio harveyi AI-2 quorum sensing system; Vibrio harveyi JMH597 AI-2 luminescence/OD600 ratio, 9 h; active compounds read low; strain lacks LuxN and CqsS sensors; 0 = neutral-control median; activity change, % at 7.5 µM; actives 0.4% (n = 300,000); AID 2094; in the data active = activity change below about -75%, passing the limit was not always enough; inconclusive = no clear call, values can overlap the other calls;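 also: luminescence divided by OD600 gain over 9 h not by final OD600 alone; inactives centre near 13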
HSP90 inh = blocks HSP90-mediated luciferase refolding in reticulocyte lysate; Rabbit reticulocyte lysate, luciferase refolding luminescence, 3 h; AID 1789; inhibition, % at 5.6 µM; actives 0.91% (n = 290,000);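 active = inhibition above the screen-wide mean plus 3 SD, computed separately per campaign, cut at about 16% in these data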;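 also: 0% = DMSO wells and 100% = 60 µM geldanamycin wells; inhibitors lower the luminescence because luciferase stays unfolded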
The depositor's hits bear a star; i = inactive; ? = inconclusive; nt = no result given. An excerpt. The share of hits here may be higher or lower than overall.

Fields – PolyA inhibitor	GSK3A inh	GSK3beta inhib	HSF1 inh	HSF1 activator	AI-2 QS mod	Platelet DG rel	Dyrk1A ADPGlo	HDAC3 inh	HSP90 inh
> CCn1cnc2c1c(=O)n(CC(=O)OC(C)C(N)=O)c(=O)n2Cc1ccccc1 (centres undefined)
 : i	0	2	-2	-3	14	4	2	1	-1
> Cc1cccc(/C=N/NC(=O)Cn2nccc2C)n1
 : i	-1	-2	7	28	3	-16	4	-2	-7
> O=C(Nc1ncccc1O)c1cccc(S(=O)(=O)N2CCCC2)c1
 : i	-2	2	-4	-6	13	13	7	-20	nt
> O=C(NCc1ccccn1)c1ccc([N+](=O)[O-])cc1
 : i	2	3	2	-13	11	-5	1	0	-6
> COc1ccccc1NC(=O)Nc1ccc2c(c1)nc(C)n2C
 : nt	-1	-2	nt	nt	15	nt	nt	-11	6
> Cc1ccc[n+](CC(=O)Nc2cccc([N+](=O)[O-])c2)c1
 : i	-2	2	-3	-10	40	-2	0	-3	1
> COc1ccccc1-c1coc2c(CN3CCN(C)CC3)c(O)ccc2c1=O
 : i	-2	2	1	-8	-3	3	0	-36	-1
> COc1cccc(OC)c1C(=O)NNC(=O)c1cccnc1
 : i	1	-1	-2	11	22	-36	nt	8	0
> O=C(O)CSC1=NC(=Nc2cccc(Cl)c2)C2(CCCCC2)N1c1ccccc1
 : i	-1	-2	-3	19	0	10	-2	5	8
> O=C(NCc1cccs1)C1CCCN(S(=O)(=O)c2cccs2)C1 (centres undefined)
 : i	-1	0	5	1	10	-1	0	-6	0
> CN(C)C(=O)COC(=O)c1cccc(CN2C(=O)c3ccccc3C2=O)c1
 : i	-3	1	0	-2	28	-5	0	1	-3
> CCC1CN(C(=O)N2CCC(C(=O)NCc3cc(OC)c(OC)c(OC)c3)CC2)c2ccccc2O1 (centres undefined)
 : i	-1	-2	-4	-11	12	-2	-2	-4	-4
> Cc1nc2ccccc2c2oc(C(=O)NCC3CCCO3)cc12 (centres undefined)
 : i	1	-3	-5	-5	-3	-6	11	-1	-5
> O=C(O)CCC(=O)c1ccc2c(c1)OCCCO2
 : i	-2	2	0	18	19	2	-7	-2	2
> Cc1ccccc1C(=O)Nc1nnc(S(=O)(=O)N(C)Cc2ccco2)s1
 : i	4	-3	29	45	6	-58	2	-13	3
> O=C(Nc1ccc(F)cc1)c1cccnc1Oc1ccccc1
 : i	-5	-1	0	6	11	-3	3	1	0
> Cc1ccccc1NC(=O)NC(C)(C)CC(C)(C)C
 : i	0	-1	-3	-1	10	7	-8	7	4
> COc1ccc(C2NC(c3ccc(OC)cc3)C(C)C(=O)C2C)cc1 (centres undefined)
 : i	-3	-1	-2	-6	1	-2	5	5	1
> N#Cc1ccccc1NC(=O)c1ccc2c(Cl)c3c(nc2c1)CCCC3
 : i	-3	1	72	113*	5	-1	-9	10	3
> COc1cccc2sc(NC(=O)c3ccc(Br)s3)nc12
 : i	-2	1	21	33	21	-18	0	-6	2

(further entries)
Fields – PolyA inhibitor	GSK3A inh	GSK3beta inhib	HSF1 inh	HSF1 activator	AI-2 QS mod	Platelet DG rel	Dyrk1A ADPGlo	HDAC3 inh	HSP90 inh
> COC(C[C@@H]1O[C@@H]1C(=O)[C@@H](C)OCc1ccccc1)OC
 : i	0	1	1	11	7	9	0	0	nt
> Cc1cc(-c2ccccc2)c2c(=O)n(-c3ccccc3)[nH]c2n1
 : i	-2	-1	-2	2	-6	-4	-1	4	-3
> COc1ccc(C2N=C(Nc3ccc(C)cc3)Nc3nc(C)cc(=O)n32)cc1 (centres undefined)
 : i	4	4	-6	13	22	2	-2	5	2
> CC(C)CC(=O)Nc1ccnc(-c2ccncc2)n1
 : i	1	-3	-3	-1	24	-3	11	-2	0
> O=C(CSc1nnnn1C1CCCC1)NCCc1ccccc1
 : i	-6	1	8	-3	-4	-3	-1	-2	-1
> COc1ccc(Cc2nnc(NC(=O)C3CCCO3)s2)cc1OC (centres undefined)
 : i	8	5	-5	-19	22	-2	-7	-2	0
> O=C(O)c1cccc(N/N=C/c2cn(-c3ccccc3)nc2-c2cccs2)c1
 : i	-1	1	8	11	-16	9	22	-5	3
> CN1CCN(c2ccc(S(=O)(=O)N3CCOCC3)cc2NC(=O)CCc2ccccc2)CC1
 : i	-2	-1	0	1	11	-11	7	-7	2
> COc1ccc(C(=O)NCC2CCCO2)cc1 (centres undefined)
 : i	-2	1	-15	-35	-1	-4	1	1	-3
> COc1ccc(N2CCN(C(=O)Cn3cncn3)CC2)cc1
 : i	0	4	-3	2	13	-6	nt	1	-1
> C=C(C)c1cccc(C(C)(C)NC(=O)Nc2ccc(C(N)=O)cc2)c1
 : i	-4	-4	1	3	7	3	5	3	-1
> CCOC(=O)N/N=C\c1cccc(OC)c1
 : i	-2	0	-3	2	20	5	-2	4	1
> O=C(O)CSc1nnc(-c2ccc(Cl)cc2Cl)n1-c1ccccc1
 : i	0	-1	0	-6	-6	4	-2	-5	-3
> CCCNC(=O)c1ccc(N2CCC3(CC2)CC(c2ccccc2)=NO3)c(NC(=O)c2ccco2)c1
 : i	0	2	-7	-3	34	2	7	-2	3
> CC(Cc1cccnc1)NC(=O)c1ccccc1OC1CCN(S(C)(=O)=O)CC1 (centres undefined)
 : i	2	-3	0	-3	2	2	-3	-3	-6
> CC(=O)NC(C)c1ccc(Cl)c(Cl)c1 (centres undefined)
 : i	5	2	-2	2	0	11	2	-2	0
> NC(=O)[C@@H]1CCCN1C(=O)c1cc(COc2ccc3c(c2)CCCC3)on1
 : i	-3	1	14	21	17	8	1	4	-8
> O=[N+]([O-])c1cc(/C=N/N2CCCCC2)ccc1Cl
 : i	-3	0	13	8	9	-1	3	-1	2
> COC(=O)c1ccccc1NC(=O)CC#N
 : i	-2	-1	-4	0	10	0	9	-3	-4
> NNC(=O)c1ccc(OCC2CC(c3ccc(Cl)cc3)=NO2)cc1 (centres undefined)
 : i	0	-1	17	?	nt	-4	7	3	3

(more compounds)
Fields – PolyA inhibitor	GSK3A inh	GSK3beta inhib	HSF1 inh	HSF1 activator	AI-2 QS mod	Platelet DG rel	Dyrk1A ADPGlo	HDAC3 inh	HSP90 inh
> CN(/N=C/c1ccncc1)C1=NS(=O)(=O)c2ccccc21
 : i	6	0	-6	2	6	-3	4	-4	-4
> COc1ccc(Cl)cc1NC(=O)CCN1CCN(c2ccccc2C)CC1
 : i	-2	-6	-7	2	15	8	-3	1	6
> COc1ccc(NC(=O)CSc2nnc(-c3cccnc3)o2)cc1
 : i	2	-9	-3	4	12	6	-3	-3	4
> COc1ccc([N+](=O)[O-])cc1C(=O)NC1CCN(Cc2ccccc2)CC1
 : i	-3	1	1	-1	9	1	nt	4	nt
> COc1cc(-c2nnc(SCC(=O)NC3CCCC3)n2C)cc(OC)c1O
 : i	0	0	-6	1	9	-15	0	2	2
> O=C(CSc1n[nH]c(-c2ccccc2)n1)c1ccccc1
 : i	-1	4	13	26	-29	22	9	-13	-4
> Cc1ccc(Nc2nnc(SCC(=O)c3ccc(O)cc3O)s2)cc1
 : i	0	5	4	10	30	15	-5	-6	-7
> CC1(c2ccccc2)CC(C)(C)N(C(=O)C2CCCO2)c2ccccc21 (centres undefined)
 : i	0	0	1	20	4	7	-3	1	1
> O=C1CC(N2CCN(c3ccccc3F)CC2)C(=O)N1c1ccc2c(c1)OCCO2 (centres undefined)
 : nt	-3	0	-3	13	-2	-1	-1	-4	-1
> O=C(Nc1nc(-c2ccc(F)cc2)cs1)C1CCCO1 (centres undefined)
 : i	-2	3	11	29	13	-11	12	1	0
> Cc1ccc(C(=O)OCC(=O)NC2CCCC2)cc1C
 : i	-2	-5	3	7	-3	-1	-2	4	-4
> CC(CC(=O)Nc1ccccc1C(F)(F)F)c1ccccc1 (centres undefined)
 : i	-2	-3	-5	-3	5	5	-5	-8	4
> Cc1cc(C)c2c(n1)sc1c(O)cc(=O)[nH]c12
 : i	-5	0	-4	4	15	4	13	-2	6
> CCCN1Cc2cccc(C(=O)NC(CC(=O)OCC)c3ccc(OCC)c(OC)c3)c2C1=O (centres undefined)
 : i	1	0	2	1	11	2	-5	6	2
> COc1ccc(Cl)cc1C(=O)NNC(=O)c1[nH]c(C)c(C(C)=O)c1C
 : nt	0	nt	-19	-19	nt	nt	-3	5	nt
> Cc1ccc(N2CCN(C(=O)N3CCOCC3)CC2)cc1C
 : i	-1	3	-9	-11	13	-6	3	-1	5
> O=[N+]([O-])c1ccc(S(=O)(=O)Nc2ccccn2)cc1
 : i	-2	-17	-2	19	16	0	-2	-13	0
> O=C(CSc1nnc(COc2ccc(Cl)cc2Cl)o1)Nc1ccccn1
 : i	-1	-2	-28	-25	24	10	-6	3	2
> COC(=O)c1cc(NC(=O)C2CC=CCC2C(=O)O)cc(C(=O)OC)c1 (centres undefined)
 : i	-1	1	2	-1	10	9	3	-10	1

Four of the entries above in order of the HSF1 inh value, largest number first.
Fields – PolyA inhibitor	GSK3A inh	GSK3beta inhib	HSF1 inh	HSF1 activator	AI-2 QS mod	Platelet DG rel	Dyrk1A ADPGlo	HDAC3 inh	HSP90 inh
> O=C(Nc1nc(-c2ccc(F)cc2)cs1)C1CCCO1 (centres undefined)
 : i	-2	3	11	29	13	-11	12	1	0
> CCCN1Cc2cccc(C(=O)NC(CC(=O)OCC)c3ccc(OCC)c(OC)c3)c2C1=O (centres undefined)
 : i	1	0	2	1	11	2	-5	6	2
> O=C1CC(N2CCN(c3ccccc3F)CC2)C(=O)N1c1ccc2c(c1)OCCO2 (centres undefined)
 : nt	-3	0	-3	13	-2	-1	-1	-4	-1
> O=C(CSc1nnc(COc2ccc(Cl)cc2Cl)o1)Nc1ccccn1
 : i	-1	-2	-28	-25	24	10	-6	3	2

Three entries from above, reformatted.
canonical_smiles	PolyA inhibitor	GSK3A inh	GSK3beta inhib	HSF1 inh	HSF1 activator	AI-2 QS mod	Platelet DG rel	Dyrk1A ADPGlo	HDAC3 inh	HSP90 inh
Cc1ccc(C(=O)OCC(=O)NC2CCCC2)cc1C	i	-2	-5	3	7	-3	-1	-2	4	-4
CC(CC(=O)Nc1ccccc1C(F)(F)F)c1ccccc1 (centres undefined)	i	-2	-3	-5	-3	5	5	-5	-8	4
Cc1cc(C)c2c(n1)sc1c(O)cc(=O)[nH]c12	i	-5	0	-4	4	15	4	13	-2	6
